Bioassay records from PubChem BioAssay.
KinaseGlo FLuc: blocks Kinase-Glo luciferase, a counter-screen artifact; Q27757; Kinase-Glo luciferase, ATP luminescence, 8 min; Potency, µM (highest dose often 38.3 µM), for the others: at the top dose activity change, negative = inhibition, usual class: inhibitors; 200,000 tested, 0.28% active; further: potency means the concentration at half of the fitted maximal effect; on the % scale 0 is the no-effect control and ±100 the full control effect; nearly all actives have a fitted effect of over 60% in size
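Light output from Kinase-Glo luciferase with luciferin and 10 uM ATP in 50 mM imidazole pH 7.2, KCl, MgCl2, Tween 20, BSA; compound pin-delivered, 8-min ambient incubation, then luminescence read.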
IMPase Li cell: cell-permeable IMPase inhibitors with lithium potentiation; CHO-M1 cells, IP1 TR-FRET (IP-One), carbachol + lithium; 210,000 tested, 0.35% active; Potency, µM (highest dose often 59.4 µM), for inactives: at the highest dose activity, negative = IMPase inhibition, most hits filed as inhibitors;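 further: IP1 builds up when IMPase is blocked and the TR-FRET signal falls; potency means the concentration at half of the fitted maximal effect; plate controls were basal vehicle for no effect and high inhibitor control for full effect; nearly all actives have a fitted effect of over 50% in size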
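CHO cells stably expressing M1 receptor (2000/well, cultured 16–30 h) treated 30 min at 37C with compound plus low lithium. Cytosolic IP1 by TR-FRET (665/620 ratio and 620 channel) after 10 min lysis; AC50 by Hill fit.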
HttQ103 aggreg: mutant huntingtin aggregation inhibition. 220,000 tested, 1.1% active. PC12 HttQ103-GFP aggregates, Acumen cytometry, 40 h. Potency, µM (highest dose often 46.1 µM), without a hit: at the top dose activity change, negative = inhibition, most hits filed as inhibitors; further: potency means the concentration at half of the fitted maximal effect; on the % scale 0 is the no-effect control and ±100 the full control effect; nearly all actives have a fitted effect of over 60% in size
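Ecdysone-promoter PC12 model expressing HTT exon 1 Q103 fused to GFP, induced by tebufenozide at 100 nM final. Compounds titrated; aggregates sized 1–25 µm scored on a 488 nm laser cytometer.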
HTT ATP protect: cytoprotection in Huntington HTT-Q103 PC12 cell model. PC12 HTT-Q103 induced, cytoprotection, ATP luminescence, 40 h. Potency, µM (doses to about 56.4 µM), for the others: cytoprotection (ATP increase), hits mostly activators. 230,000 tested, 0.14% active. AID 1471;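 further: potency means the concentration at half of the fitted maximal effect; % of control where 0% means no effect; nearly all actives have a fitted effect of over 45% in size; toxic huntingtin expression switched on by the ecdysone agonist tebufenozide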
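Stable PC12 Q103-GFP cells in serum-supplemented, phenol red-free DMEM; induction by tebufenozide at 100 nM final; compound dose series; cell viability quantified luminescently from ATP.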
LMNA splice mod: modulators of lamin A splicing; HeLa LMNA splicing GFP/RFP minigene ratio, 48 h; Potency, µM (titrated, usually from 46.1 µM), without a hit: at the top dose ratio change, negative = inhibition, most hits filed as inhibitors; 200,000 tested, 0.01% active; active means well fitted inhibition curve with a large enough effect in the signal ratio, with a control signal flat, not every such curve was filed as active; inconclusive means small, poorly fitted or top-dose-only effect, or effect the other way, or a change in a side signal; the % refers to the signal ratio; further: potency means the concentration at half of the fitted maximal effect; on the % scale 0 is the no-effect control and ±100 the full control effect
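S3 HeLa cells stably expressing lamin A-EGFP splicing minigene plus DsRed2, 600 cells/well, 48 h compound exposure at 37C. Laser-scanning cytometry; analysed as GFP (500-530 nm)/RFP (575-640 nm) total intensity ratio; 0.5% DMSO vehicle.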
CBFb RUNX1 block: blocks binding between human CBF-beta and RUNX1; Q01196+Q13951; AID 1477; Potency, µM (highest dose often 59.8 µM), inactives show top-dose activity, negative = inhibition, most hits filed as inhibitors; AlphaScreen CBFb-His/RUNX1-biotin binding, biochemical; 230,000 tested, under 10 active; further: % of control where 0% means no effect
Target sequence (Q01196 whole entry, looked up): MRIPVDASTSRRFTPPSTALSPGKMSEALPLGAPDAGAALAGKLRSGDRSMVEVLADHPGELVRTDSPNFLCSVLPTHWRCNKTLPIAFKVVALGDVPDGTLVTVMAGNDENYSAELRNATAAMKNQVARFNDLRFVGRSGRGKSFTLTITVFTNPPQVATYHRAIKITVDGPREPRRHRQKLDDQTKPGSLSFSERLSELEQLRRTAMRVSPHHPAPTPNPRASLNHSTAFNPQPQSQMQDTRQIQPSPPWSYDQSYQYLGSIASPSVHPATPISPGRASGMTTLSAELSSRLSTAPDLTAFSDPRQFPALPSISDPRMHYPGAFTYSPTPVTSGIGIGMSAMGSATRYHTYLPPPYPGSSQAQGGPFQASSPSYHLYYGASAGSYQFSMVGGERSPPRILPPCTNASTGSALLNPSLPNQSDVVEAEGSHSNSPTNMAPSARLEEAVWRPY
Target sequence (Q13951 whole entry, looked up): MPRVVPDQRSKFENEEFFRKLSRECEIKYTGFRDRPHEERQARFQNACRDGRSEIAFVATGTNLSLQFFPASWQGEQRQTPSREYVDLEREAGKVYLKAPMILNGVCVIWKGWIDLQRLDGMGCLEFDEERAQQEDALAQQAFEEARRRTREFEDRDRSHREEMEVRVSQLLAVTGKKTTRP
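Inhibition was taken as any reduction in AlphaScreen signal from the CBF-beta–RUNX1 pair (His and biotin tags, 30 nM each), measured after compound (15 min) and bead (90 min) incubations at room temperature.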
SMN2 splice up: enhancers of SMN2 splice variant expression | Potency, µM (top dose mostly 46.1 µM), without a hit: at the top dose activity change, positive = activation, hits mostly activators | 210,000 tested, 2.8% active | HEK293 SMN2-luciferase splicing reporter, luminescence, 30-36 h; further: potency means the concentration at half of the fitted maximal effect; % of control where 0% means no effect; nearly all actives have a fitted effect of over 55% in size
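HEK293 cells carry an SMN2 minigene-luciferase reporter in which exon 7 inclusion puts luciferase in frame. Cells were seeded at 2000 cells/well, attached for 10-12 hours, then exposed to compounds for 30-36 hours at 37C before ONE-Glo luminescence.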
An asterisk follows results filed as active; ? = inconclusive; . = not tested or not shown; & = joins results of further samples; [ ] = another dose, or the depositor's remark. Unless noted, the call rests on the fitted dose curve; in most records, active means well fitted curve in the direction sought with a large enough effect; inconclusive means small, poorly fitted or top-dose-only effect, or another doubt; inactive means no such curve, though single readings can be large; an effect the other way counts as inactive or inconclusive.

SMILES	KinaseGlo FLuc	IMPase Li cell	HttQ103 aggreg	HTT ATP protect	LMNA splice mod	CBFb RUNX1 block	SMN2 splice up
CCC(=O)Nc1c2c(nn1-c1cccc(Cl)c1)CSC2	0%	-4%	8%	-9%	7%	3%[2.36 µM]	-5%
Cc1nnc2sc(SCC(=O)Nc3cccc(Cl)c3)nn2c1=O	-3%	-10%	-14%	?	21%[46 µM]	-26%	11%
Cc1cc2nncn2c2ccccc12	-1%	10%[38.3 µM]	-11%	-36%	2%	5%	-12%
O=C(CC(=O)c1ccccc1O)c1cccc(F)c1	-7%	-4%[38.3 µM]	?	-65%[inhibitor]	?	-12%	-29%
COCCNC(=O)C(c1ccccc1F)N(C(=O)C(=O)NC1CCCC1)C1CCCCC1 (centres undefined)	0%	11%	-5%[9.22 µM]	0%[10 µM]	10%[46 µM]	4%	.
CCOC(=O)C1=C(C)Nc2nnnn2C1c1ccccc1Cl (centres undefined)	1%	-1%	-31%	3%[10 µM]	?	-8%	-17%
O=C1NC2(CCCCCC2)C(=O)N1Cc1ccc([N+](=O)[O-])cc1	0%	7%	3%	-6%[10 µM]	0%	-1%	-6%
O=c1c2c(n3cnnc3n1C1CCCCC1)-c1ccccc1CC21CCCCC1	-3%	10%	-4%	8%[10 µM]	-2%	1%	-25%
Cc1ccn2cc(CCNS(=O)(=O)c3ccc([N+](=O)[O-])cc3)nc2c1	.	.	10%[9.22 µM]	5%[10 µM]	.	3%	.
Cc1cc(C(=O)OCCO)c(C#N)c(N)n1	-1%	9%[38.3 µM]	8%	-11%[0.074 µM]	9%	9%	22%
CNS(=O)(=O)c1cc2c3c(cccc3c1)C(=O)NC2=O	2%	1%	-27%	-75%[inhibitor]	.	-3%	-78%[inhibitor]
O=C(Nc1ccc(Cl)c(Cl)c1)N(CCCN1CCOCC1)Cc1cccs1	-2%	-4%[38.3 µM]	-11%	-25%	-8%	0%	-9%

Brought forward from above: two compounds; new compounds follow.
SMILES	KinaseGlo FLuc	IMPase Li cell	HttQ103 aggreg	HTT ATP protect	LMNA splice mod	CBFb RUNX1 block	SMN2 splice up
CNS(=O)(=O)c1cc2c3c(cccc3c1)C(=O)NC2=O	2%	1%	-27%	-75%[inhibitor]	.	-3%	-78%[inhibitor]
O=C(Nc1ccc(Cl)c(Cl)c1)N(CCCN1CCOCC1)Cc1cccs1	-2%	-4%[38.3 µM]	-11%	-25%	-8%	0%	-9%
NC(=O)CSC1=N/C(=C\c2ccco2)C(=O)N1c1ccc(OC(F)F)cc1	3%	5%	-7%[9.22 µM]	9%[10 µM]	?	-7%	-6%
NC(=O)CC(NC(=O)Cc1cccc2ccccc12)c1ccc(N2CCC(Br)CC2)c([N+](=O)[O-])c1 (centres undefined)	.	.	1%[9.22 µM]	11%[10 µM]	.	2%	.
COc1cc(C(=O)N2CCC(n3cnc4cc(F)ccc43)CC2)cc(OC)c1OC	2%	6%[38.3 µM]	5%	-2%	4%	6%	28%
Cc1cccc(C)c1N(CC(=O)Nc1cc(Cl)ccc1Oc1ccccc1)S(C)(=O)=O	3%	20%[38.3 µM]	-14%	-9%[10 µM]	-7%	17%	10%
CNc1nnc(C(F)(F)F)s1	.	.	5%[9.22 µM]	-16%[10 µM]	.	1%	.
O=C(NCc1ccccc1F)C1CCCN1C(=O)NC1CCCCC1 (centres undefined)	2%	-6%	12%	4%[10 µM]	-4%	4%	2%
Cc1cc(OCCN2CCCCC2)nc2ccccc12	-4%	45%[activator][38.3 µM]	-6%	3%	-3%	-2%	8%
Oc1ccc(-c2nc3cnccn3c2Nc2ccc3c(c2)OCCO3)cc1	3%	9%[38.3 µM]	-12%	12%	?	1%	15%
CN(Cc1cccc2ncccc12)C(=O)CC1C(=O)NCCN1Cc1ccc(F)cc1 (centres undefined)	-1%	1%	0%[9.22 µM]	8%[10 µM]	-6%[46 µM]	4%	.
COc1ccc([C@@H]2C[C@@H](c3ccccc3)Oc3cc(OC)cc(OC)c32)cc1	.	.	-14%[9.22 µM]	17%[10 µM]	.	21%	.
CCN(CC)S(=O)(=O)c1cccc(-c2n[nH]c(=S)n2/N=C/c2ccc(OC)cc2)c1	0%	8%	15%	13%[10 µM]	?	-8%	-17%
CC(C)[C@H](NC(=O)NCc1ccc(Cl)cc1)C(=O)O	2%	24%[38.3 µM]	-6%	27%[10 µM]	-10%	8%	-3%
COc1ccccc1Nc1ncnc2ccccc12	9%	0%[38.3 µM]	-8%[9.22 µM]	-15%	17%	1%	8%
Cc1ccn2c(CNCCCn3cccn3)c(C(=O)N3CCCCCC3)nc2c1	1%	3%	11%[9.22 µM]	32%[10 µM]	12%[46 µM]	5%	.
Cc1cc(C(=O)COC(=O)CCc2nc3ccccc3c(=O)[nH]2)c(C)n1CC1CCCO1 (centres undefined)	.	.	6%[9.22 µM]	14%[10 µM]	4%[46 µM]	4%	.
CC1=C(C(=O)OC(C)C)C(c2ccsc2)NC(=O)N1C (centres undefined)	-5%	-4%	-18%	-4%[10 µM]	-7%	16%	-15%
Cc1ccc(S(=O)(=O)N(C)CC(=O)N2CCc3ccccc32)cc1	7%	1%[38.3 µM]	-14%	-4%	-1%	8%	23%
COc1ccc([N+](=O)[O-])cc1N(CC(O)CN(CC(C)C)CC(C)C)S(=O)(=O)c1ccc(C)cc1 (centres undefined)	.	.	17%[9.22 µM]	7%[10 µM]	.	9%	.
O=S(=O)(c1ccccc1)N1CCC2(CCCN(c3ncccn3)C2)CC1	3%	6%	.	13%	.	.	-16%
Nc1nonc1C(=O)NCCNC(=O)c1ccccc1F	-1%	-1%	7%	-10%[10 µM]	-1%	1%	18%
Cc1ccccc1NC(=O)/C(=C/c1cccs1)NC(=O)c1ccco1	2%	2%	13%	5%[10 µM]	-8%	6%	12%
Fc1ccc(-c2cc3nc4c(c(N5CCOCC5)n3n2)CCCC4)cc1	7%	6%[38.3 µM]	?	-90%[inhibitor]	?	23%	-16%
COC(=O)C1CCN(c2ccc([N+](=O)[O-])cc2)CC1	1%	-2%	3%	-17%	.	-10%	0%
O=C(COC(=O)c1cc(-c2cccs2)nc2ccccc12)NC1CCS(=O)(=O)C1 (centres undefined)	10%	-12%	?	-18%	.	2%	-49%[inhibitor]

An excerpt from above in order of their number in LMNA splice mod, falling:
canonical_smiles,LMNA splice mod
COc1cc(C(=O)N2CCC(n3cnc4cc(F)ccc43)CC2)cc(OC)c1OC,4%
Cc1ccc(S(=O)(=O)N(C)CC(=O)N2CCc3ccccc32)cc1,-1%
Cc1cc(OCCN2CCCCC2)nc2ccccc12,-3%
O=C(Nc1ccc(Cl)c(Cl)c1)N(CCCN1CCOCC1)Cc1cccs1,-8%

Later entries
SMILES	KinaseGlo FLuc	IMPase Li cell	HttQ103 aggreg	HTT ATP protect	LMNA splice mod	CBFb RUNX1 block	SMN2 splice up
CN(NC(=O)c1ccccc1F)c1ncccc1[N+](=O)[O-]	.	.	4%[9.22 µM]	21%[10 µM]	.	4%	.
COc1ccc(C(=O)NC(CO)c2nnc(SCc3ccc(Cl)c(Cl)c3)n2C)cc1 (centres undefined)	-2%	13%[38.3 µM]	6%	-12%	-3%	1%	-4%
Cc1cc(C)c(S(=O)(=O)c2ccccc2)c(OC(=O)c2c(F)cccc2F)n1	-2%	10%	2%	-9%[10 µM]	?	5%	-13%
CCc1ccc(C2N3CC4([N+](=O)[O-])CN2CC([N+](=O)[O-])(C3)C4(C)C)cc1 (centres undefined)	4%	12%	-7%	21%[10 µM]	-5%	-7%	9%
Nn1nnc2ccccc21	-1%	-5%	16%[9.22 µM]	2%[10 µM]	-11%	-3%&11%	-6%
CN1C(=O)/C(=C2\SC(=S)N(CCCCCC(=O)O)C2=O)c2ccccc21	.	.	20%[9.22 µM]	3%[10 µM]	.	0%	.
Cc1c(Cl)cccc1NC(=O)CNCc1ccccc1F	0%	-1%	8%	16%[10 µM]	0%[46 µM]	11%	-4%
C/C(CC(=O)Nc1cccnc1)=N\NC(=O)C(C)Oc1ccc(Cl)cc1Cl (centres undefined)	.	.	-2%[9.22 µM]	0%[10 µM]	.	1%	.
Cn1c(=O)c(C#N)c(-c2ccc(F)cc2)c2cc(C(=O)c3cc(Cl)cc(Cl)c3O)cnc21	.	.	16%[9.22 µM]	0%[10 µM]	.	?	.
CCNC(=S)N1CC(C)OC(C)C1 (centres undefined)	-3%	-12%[38.3 µM]	4%	6%	11%	5%	1%
Clc1cccc(Cl)c1/C=C/c1nc2ccccc2[nH]1	-22%	12%[38.3 µM]	?	-93%[inhibitor]	?	23%	11µM*
CCOC(=O)/C(C#N)=C/c1ccc(OC)c(OC)c1	4%	-8%[38.3 µM]	-1%	2%	-1%	2%	.

Full records as entered above. Order of screens: KinaseGlo FLuc | IMPase Li cell | HttQ103 aggreg | HTT ATP protect | LMNA splice mod | CBFb RUNX1 block | SMN2 splice up
CN(NC(=O)c1ccccc1F)c1ncccc1[N+](=O)[O-] in the list: . | . | 4%[9.22 µM] | 21%[10 µM] | . | 4% | .
CCC(=O)Nc1c2c(nn1-c1cccc(Cl)c1)CSC2 in the list: 0% | -4% | 8% | -9% | 7% | 3%[2.36 µM] | -5%
CNc1nnc(C(F)(F)F)s1 in the list: . | . | 5%[9.22 µM] | -16%[10 µM] | . | 1% | .
